Screening results deposited in PubChem BioAssay by National Center for Advancing Translational Sciences (NCATS).
Epigenetic derep: derepresses silenced GFP reporter in murine cells. murine LDR cells, GFP reporter derepression, 30 h. Potency, µM (top dose mostly 53.9 µM), without a hit: top-dose GFP activation, actives largely listed as activators. hit rate 0.2% among 280,000; further: potency means the concentration at half of the fitted maximal effect; % of control where 0% means no effect; nearly all actives have a fitted effect of over 60% in size
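Murine LDR cells carrying a silenced, genomically integrated CMV-driven GFP reporter were exposed to compound for 30 hours at 37 C. After PBS washes, GFP-positive cells (20–120 um objects) were counted by laser-scanning microplate cytometry.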
Luc counter: Kinase-Glo luciferase inhibition (counter-screen). Q27757. Kinase-Glo luciferase, ATP luminescence, 8 min. Potency, µM (doses to about 38.3 µM), without a hit: at the top dose activity change, negative = inhibition, actives largely listed as inhibitors. hit rate 0.28% among 200,000. AID 1379; further: potency means the concentration at half of the fitted maximal effect; on the % scale 0 is the no-effect control and ±100 the full control effect; nearly all actives have a fitted effect of over 60% in size
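Recombinant Kinase-Glo luciferase, 10 uM ATP (linear range), luciferin; imidazole pH 7.2 / KCl / MgCl2 / Tween / BSA buffer; 8 min RT; luminescence.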
CBFb-RUNX1 inh: CBF-beta/RUNX1 interaction disruption | AlphaScreen CBFb-His/RUNX1-biotin binding, biochemical | Potency, µM (top dose mostly 59.8 µM), for the others: top-dose activity, negative = inhibition, actives largely listed as inhibitors | 230,000 tested, under 10 active; further: % of control where 0% means no effect
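Proteins preincubated together for 20 min at RT before compound addition; 15 min later, nickel and streptavidin beads were added and left 90 min prior to AlphaScreen measurement.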
IMPase Li cell: IMPase inhibition in cells with lithium potentiation; CHO-M1 cells, IP1 TR-FRET (IP-One), carbachol + lithium; Potency, µM (highest dose often 59.4 µM), for the others: at the top dose activity, negative = IMPase inhibition, usual class: inhibitors; hit rate 0.35% among 210,000;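 further: IP1 builds up when IMPase is blocked and the TR-FRET signal falls; potency means the concentration at half of the fitted maximal effect; plate controls were basal vehicle for no effect and high inhibitor control for full effect; nearly all actives have a fitted effect of over 50% in size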
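CHO cells stably expressing M1 receptor (2000/well) were cultured 16–30 h, then exposed to compounds with a small lithium addition for 30 min at 37C. IP1 was measured by TR-FRET competition; AC50 from Hill fits.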
NPSR antag: neuropeptide S receptor (human) antagonism, cAMP | Q6W5P4 | CHO-NPSR cells, cAMP TR-FRET, antagonist mode | AID 1461 | hit rate 1% among 220,000 | Potency, µM (top dose mostly 38.3 µM), without a hit: at the top dose activity change, negative = inhibition, actives largely listed as inhibitors; further: potency means the concentration at half of the fitted maximal effect; on the % scale 0 is the no-effect control and ±100 the full control effect; nearly all actives have a fitted effect of over 50% in size; many of its hits are not listed in these tables
Target sequence (Q6W5P4 whole entry, looked up): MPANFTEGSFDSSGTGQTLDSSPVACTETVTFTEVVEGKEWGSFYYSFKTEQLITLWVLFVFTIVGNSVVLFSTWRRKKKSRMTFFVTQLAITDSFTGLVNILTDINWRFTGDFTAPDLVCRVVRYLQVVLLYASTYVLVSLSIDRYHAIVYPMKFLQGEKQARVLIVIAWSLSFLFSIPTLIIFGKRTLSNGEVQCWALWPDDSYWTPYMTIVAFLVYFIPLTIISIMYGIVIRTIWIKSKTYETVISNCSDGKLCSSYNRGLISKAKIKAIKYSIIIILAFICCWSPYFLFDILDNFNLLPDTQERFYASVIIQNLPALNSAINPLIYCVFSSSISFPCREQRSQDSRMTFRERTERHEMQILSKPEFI
Lamin A splicing: changes lamin A minigene splicing in HeLa cells; HeLa LMNA splicing GFP/RFP minigene ratio, 48 h; Potency, µM (highest dose often 46.1 µM), inactives show top-dose ratio change, negative = inhibition, usual class: inhibitors; hit rate 0.01% among 200,000; AID 1487; active means well fitted inhibition curve with a large enough effect in the signal ratio, with a control signal flat, not every such curve was filed as active; inconclusive means small, poorly fitted or top-dose-only effect, or effect the other way, or a change in a side signal; the % refers to the signal ratio; further: potency means the concentration at half of the fitted maximal effect; on the % scale 0 is the no-effect control and ±100 the full control effect
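S3 HeLa stable clones carrying a lamin A-EGFP splicing minigene plus DsRed2 were seeded at 600 cells/well in Opti-MEM with 2% FBS, pin-dosed and incubated 48 h at 37°C. Acumen cytometry (488 nm) gave the GFP/RFP total-intensity ratio.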
HTT aggregate: reduces HttQ103-GFP aggregates in PC12 cells | PC12 HttQ103-GFP aggregates, Acumen cytometry, 40 h | Potency, µM (series often up to 46.1 µM), inactives show at the highest dose activity change, negative = inhibition, usual class: inhibitors | hit rate 1.1% among 220,000 | AID 1688; further: potency means the concentration at half of the fitted maximal effect; on the % scale 0 is the no-effect control and ±100 the full control effect; nearly all actives have a fitted effect of over 60% in size
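Multiplexed with ATP-based cell death, this channel scores GFP aggregates in PC12 cells expressing inducible HTTex1-Q103-GFP. Induction used 100 nM tebufenozide; compounds were tested in concentration series.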
An asterisk follows results filed as active; ? = inconclusive; nt = no result given; & = joins results of further samples; [ ] = dose if it differs, or a comment. Unless noted, the call rests on the fitted dose curve; in most records, active means well fitted curve in the direction sought with a large enough effect; inconclusive means small, poorly fitted or top-dose-only effect, or another doubt; inactive means no such curve, though single readings can be large; an effect the other way counts as inactive or inconclusive. Not all compounds are listed; rates above refer to the full screens.

1: COc1ccc(N2C(=O)C(OC(C)=O)C2c2ccc(C)cc2)cc1 (stereo not drawn)
2: CNc1ccc(Br)cc1C(O)c1ccccc1 (stereo not drawn)
3: O=C(Nc1ccc(OCC(F)(F)C(F)F)c(C(F)(F)F)c1)c1ccccc1O
4: Cc1ccccc1NC(=O)c1cnc(Nc2nc3ccccc3s2)nc1C
5: CC(=O)Nc1ccc(S(=O)(=O)NC2(C(F)(F)F)C(=O)Nc3c2c(=O)n(C)c(=O)n3C)cc1 (stereo not drawn)

Screen / compound no.	1	2	3	4	5
Epigenetic derep	-2.0%	-1.6%	-1.1%	-2.3%	-0.8%
Luc counter	-5.0%	nt	1.5%	-6.0%	-2.5%
CBFb-RUNX1 inh	7.1%	9.1%	4.4%	-3.9%	0.5%
IMPase Li cell	6.7%	nt	21.6%	-8.3%[38.3 µM]	5.7%[38.3 µM]
NPSR antag	1.9%	-12.3%	7.94µM*	-7.5%[46.1 µM]	-10.7%[46.1 µM]
Lamin A splicing	-1.0%	nt	?	1.5%	-9.8%
HTT aggregate	-11.3%	-18.5%[9.22 µM]	5.01µM*	6.0%	1.3%

6: Cc1ccc(C(C)NC(=O)/C(C#N)=C\c2c(C)[nH]c3ccccc23)cc1 (stereo not drawn)
7: CCC/C(O)=C1\C(=O)CC(c2ccccc2)CC1=NC (stereo not drawn)
8: O=C(CCS(=O)(=O)c1cccc2nsnc12)N1CCN(Cc2ccc3c(c2)OCO3)CC1
9: O=Cc1cccc(OC(=O)c2ccc(Cl)cc2Cl)c1
10: CC(=O)Nc1ccc(S(=O)(=O)N(C)Cc2ccccc2)cc1

Screen / compound no.	6	7	8	9	10
Epigenetic derep	0.7%	-1.1%	-0.9%	1.8%	-1.1%
Luc counter	0.4%	-0.3%	3.0%	-0.2%	0.8%
CBFb-RUNX1 inh	-10.2%	3.7%	-0.1%	4.2%	6.4%
IMPase Li cell	-3.8%[38.3 µM]	-17.0%[38.3 µM]	3.9%[38.3 µM]	14.3%[38.3 µM]	-0.7%
NPSR antag	?	-2.5%[46.1 µM]	-2.7%[46.1 µM]	3.6%[46.1 µM]	2.1%
Lamin A splicing	?	10.4%	13.3%[0.0737 µM]	2.2%	nt
HTT aggregate	-2.9%[9.22 µM]	-2.4%	1.5%	4.6%[9.22 µM]	4.7%

11: COc1cc(OC)c2ccc(=O)oc2c1C(CC(=O)N1CCCC1)c1ccc2c(c1)OCO2 (stereo not drawn)
12: O=[N+]([O-])c1ccc(Nc2nc(NCCO)nc(N3CCCC3)n2)cc1
13: CCOC(=O)C1=C(C)OC(N)=C(C#N)C1c1cccs1 (stereo not drawn)
14: C=CCSC[C@@H]1Nc2cc(Cl)c(S(N)(=O)=O)cc2S(=O)(=O)N1
15: CC(/C=C1\N=C(SCc2ccccc2)SC1=O)=C\c1ccccc1

Screen / compound no.	11	12	13	14	15
Epigenetic derep	14.3%	3.9%	-0.2%	4.2%[16.9 µM]	-1.9%
Luc counter	nt	1.7%	-2.4%	-0.8%[17.1 µM]	5.4%
CBFb-RUNX1 inh	-13.0%&0.9%	-1.6%	?	28.0%[21.7 µM]	-6.6%
IMPase Li cell	nt	8.5%	-11.3%	4.6%	-2.5%
NPSR antag	0.5%	-10.9%	6.5%	nt	1.1%
Lamin A splicing	nt	?	nt	-7.4%	1.2%
HTT aggregate	-3.6%[9.22 µM]	-3.5%	-6.8%	nt	25.3%

A stretch from further up:
7: CCC/C(O)=C1\C(=O)CC(c2ccccc2)CC1=NC (stereo not drawn)
8: O=C(CCS(=O)(=O)c1cccc2nsnc12)N1CCN(Cc2ccc3c(c2)OCO3)CC1
9: O=Cc1cccc(OC(=O)c2ccc(Cl)cc2Cl)c1
10: CC(=O)Nc1ccc(S(=O)(=O)N(C)Cc2ccccc2)cc1
11: COc1cc(OC)c2ccc(=O)oc2c1C(CC(=O)N1CCCC1)c1ccc2c(c1)OCO2 (stereo not drawn)
12: O=[N+]([O-])c1ccc(Nc2nc(NCCO)nc(N3CCCC3)n2)cc1
13: CCOC(=O)C1=C(C)OC(N)=C(C#N)C1c1cccs1 (stereo not drawn)

Screen / compound no.	7	8	9	10	11	12	13
Epigenetic derep	-1.1%	-0.9%	1.8%	-1.1%	14.3%	3.9%	-0.2%
Luc counter	-0.3%	3.0%	-0.2%	0.8%	nt	1.7%	-2.4%
CBFb-RUNX1 inh	3.7%	-0.1%	4.2%	6.4%	-13.0%&0.9%	-1.6%	?
IMPase Li cell	-17.0%[38.3 µM]	3.9%[38.3 µM]	14.3%[38.3 µM]	-0.7%	nt	8.5%	-11.3%
NPSR antag	-2.5%[46.1 µM]	-2.7%[46.1 µM]	3.6%[46.1 µM]	2.1%	0.5%	-10.9%	6.5%
Lamin A splicing	10.4%	13.3%[0.0737 µM]	2.2%	nt	nt	?	nt
HTT aggregate	-2.4%	1.5%	4.6%[9.22 µM]	4.7%	-3.6%[9.22 µM]	-3.5%	-6.8%

14: C=CCSC[C@@H]1Nc2cc(Cl)c(S(N)(=O)=O)cc2S(=O)(=O)N1
15: CC(/C=C1\N=C(SCc2ccccc2)SC1=O)=C\c1ccccc1

Screen / compound no.	14	15
Epigenetic derep	4.2%[16.9 µM]	-1.9%
Luc counter	-0.8%[17.1 µM]	5.4%
CBFb-RUNX1 inh	28.0%[21.7 µM]	-6.6%
IMPase Li cell	4.6%	-2.5%
NPSR antag	nt	1.1%
Lamin A splicing	-7.4%	1.2%
HTT aggregate	nt	25.3%

(further entries)
16: Cc1ccc(C(=O)Oc2ccccc2N2CCOCC2)cc1
17: CC(C)CC(C(=O)NCC1CCCO1)N(C(=O)Cn1nnc(-c2ccc(F)cc2)n1)c1cccc(C(F)(F)F)c1 (stereo not drawn)
18: CC(C)C[C@@H](CC(=O)N[C@@H](CCC(=O)O)CC(=O)O)NC(=O)[C@@H]1CCCC[C@H]1NC(=O)C[C@@H](NC(=O)C[C@H](CO)NC(=O)[C@@H]1CNCC[C@H]1N)C(C)C
19: COc1ccc(C2NC(=O)C(C#N)=C(S)N2c2cccc(C)c2)cc1OC (stereo not drawn)
20: Cc1ccc(S(=O)(=O)c2cc3ccccc3nc2N)cc1

Screen / compound no.	16	17	18	19	20
Epigenetic derep	0.0%	-0.9%	1.1%	-1.0%	-7.4%
Luc counter	nt	-0.2%	-0.5%	0.3%	-0.5%
CBFb-RUNX1 inh	12.2%	1.3%	-7.7%	-4.6%	25.7%
IMPase Li cell	nt	29.9%[38.3 µM]	12.3%	0.8%	2.6%
NPSR antag	1.1%	-26.0%[46.1 µM]	nt	-22.3%	-14.0%
Lamin A splicing	nt	13.4%[0.0737 µM]	nt	2.1%[46 µM]	5.6%[46 µM]
HTT aggregate	-3.3%[9.22 µM]	4.2%	nt	28.5%	-20.4%

21: CC(=O)Nc1ccccc1NC(=O)c1cccc2ccccc12
22: Cc1cc(C)cc(OCCCC(=O)O)c1
23: O=C(Nc1ccccc1)N(Cc1ccc(Cl)cc1)CC(O)C(F)(F)F (stereo not drawn)
24: O=C(c1ccc(F)cc1)n1c(=S)nc2ccccn21
25: COc1ccc(C2(C)NC(=O)N(CC(=O)NCCC3=CCCCC3)C2=O)cc1OC (stereo not drawn)
26: O=C(Nc1cc(Cl)ccc1Cl)c1ccc(OC(=O)c2ccco2)cc1
27: COc1ccc(OC)c(-c2cc(-c3cccnc3)nc(N)c2C#N)c1
28: CC(C)(C)c1ccc(C(=O)/C(C#N)=C/c2cccs2)cc1

Screen / compound no.	21	22	23	24	25	26	27	28
Epigenetic derep	-0.9%	0.0%	-2.8%	2.5%	0.7%	5.9%	1.2%	-2.1%
Luc counter	2.8%	3.5%	3.9%	nt	-5.1%	1.3%	nt	nt
CBFb-RUNX1 inh	6.3%	6.4%	4.0%	16.1%	1.2%	0.2%	10.8%	-5.3%
IMPase Li cell	-0.7%	4.1%[38.3 µM]	18.4%[38.3 µM]	nt	9.7%[38.3 µM]	3.8%[38.3 µM]	nt	nt
NPSR antag	12.4%	2.1%[46.1 µM]	-7.1%[46.1 µM]	-6.9%	-10.1%[46.1 µM]	-8.6%[46.1 µM]	?	42.0%
Lamin A splicing	-4.8%	4.5%	10.2%	nt	-4.8%	-5.6%	nt	nt
HTT aggregate	20.8%	-9.7%	-6.9%	-5.4%[9.22 µM]	18.4%	-5.2%[9.22 µM]	-0.3%[9.22 µM]	15.1%[9.22 µM]
